PKA-R1A act: PKA-R1A complex activation; P00514+P68181; PKA-R1A dissociation, Cy5-IP20 fluorescence polarization; scaled: DMSO 0%, 113 µM cGMP 100%; activation, % at 11.4 µM; hit rate 0.083% among 340,000;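 active = percent activation above the mean of all tested compounds plus 3 SD, cut at about 19% in these data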;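 note: higher means more PKAc released from R1A so a rise in polarization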
SUMO Mot1 rescue: SUMOylation pathway inhibition by Mot1-301 growth rescue; S. cerevisiae Mot1-301 growth rescue, ATP luminescence, 38.5C; percent above DMSO median, 100 means doubled; growth rescue, % at 18.8 µM; hit rate 1% among 320,000; AID 2716;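 active = every valid replicate shows activation above 250% relative to neutral control wells; inactive = the rest, any valid replicate at or below 250%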;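 note: OY570 slx delta 5 strain wells were the positive control but not used for scaling; some compounds called inactive have numbers as strong as hits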
CDK5 p35 inh: CDK5/p35 (human) kinase inhibition; Q00535+Q15078; Recombinant CDK5/p35, ADP-Glo luminescence, 60 min; inhibition, % at 10 µM; hit rate 0.01% among 330,000; AID 488839;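 active = highest replicate inhibition of at least 50% and at least 75% of replicates reaching 50%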;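 note: plate controls were DMSO neutral control for no effect and GW8510 at 10 µM for full effect; many of its hits are not listed in these tables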
SR-BI DiI-HDL act: SR-BI HDL lipid transfer activation; CHO ldlA[mSR-BI] cells, DiI-HDL uptake fluorescence, 3 h; 100 = double the neutral-control signal; activation, % at 12.5 µM; hit rate 0.096% among 320,000; AID 504775;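 active = mean replicate activation of at least 60% and every replicate at or above 60%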;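 note: 0% = median plate neutral-control signal and 100% = twice that signal; values of inactives mirror those of a sister screen read the other way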
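Material: SR-BI-overexpressing, LDLR-lacking CHO cells | Dosing: Single compound concentration, delivered by pin transfer | Probe or stimulus: Labelled HDL, 10 µg/mL | Signal: Bottom-read cell fluorescence after medium removal, ex 550/em 595 nm | Schedule: 3 h, 37 °C | Evaluation: HDL uptake via cellular fluorescence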
SR-BI HDL uptake: mouse SR-BI HDL lipid transfer inhibition; ldlA[mSR-BI] CHO cells, DiI-HDL uptake fluorescence, 3 h; AID 488896; hit rate 0.96% among 320,000; Q61009; inhibition, % at 12.5 µM;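 active = mean replicate inhibition of at least 70% and a set share of replicates each scoring 70 or more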;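 note: 0% = median of neutral control wells and 100% = median of positive control wells; values of inactives mirror those of a sister screen read the other way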
Arr AP2 block: blocks beta-arrestin peptide binding to AP2 adaptin; inhibition, % at 10 µM; hit rate 0.31% among 340,000; AID 504490; FITC-arrestin peptide / GST-AP2 beads, flow cytometry; AP2 beta2 appendage carries R879A mutation;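 active = inhibition above a set limit, near 3 SD of compounds lacking own fluorescence, cut at about 54% in these data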;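 note: plate controls were DMSO wells for no effect and 5 µM unlabelled arrestin peptide for full effect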
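System: GST-AP2 R879A bound to glutathione beads, E. coli-expressed. Also added: 50 nM FITC-arrestin peptide. Schedule: compound with beads 12 min RT, then probe 1 h RT. Signal: bead flow cytometry, FITC channel. Read-out basis: percent response.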
MITF TRPM1 HTS: activators of MITF-driven TRPM1 promoter activity in SK-MEL-5 cells | SK-MEL-5 TRPM1-promoter luciferase, 24 h; % of positive control, neutral wells = 0 | activation, % at 12.5 µM | hit rate 0.75% among 300,000 | AID 588334;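 active = mean activation of at least 80% with every replicate also reaching 80%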;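 note: 0% = neutral control wells and 100% = parthenolide positive control wells; values of inactives mirror those of a sister screen read the other way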
dFosB activator: mouse delta FosB homodimer activation | P13346 | activation, % at 25 µM | hit rate 0.99% among 340,000 | purified delta FosB, TAMRA-CDK5 oligo fluorescence polarization; percent of positive-control signal above neutral wells | AID 493131;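 active = mean activation above about 17%, with every replicate also reaching it, limit read from the data, passing the limit was not always enough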;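 note: fluorescence polarization rise as delta FosB binds a TAMRA Cdk5 AP-1 oligo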
DSG3 Ab inh: blocks pemphigus antibody binding to human desmoglein-3; P32926; DSG3-coupled beads, scFv-anti-DSG3-GFP binding, flow cytometry; hits give low values; binding (percent of control), % at 10 µM; hit rate 0.48% among 310,000; AID 588358;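 active = binding more than 3 SD below its plate's average and above zero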;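 note: hits lower antibody fragment binding to DSG3; some compounds called inactive have numbers as strong as hits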
Target sequence (P32926 whole entry, looked up, the tested form may be a part): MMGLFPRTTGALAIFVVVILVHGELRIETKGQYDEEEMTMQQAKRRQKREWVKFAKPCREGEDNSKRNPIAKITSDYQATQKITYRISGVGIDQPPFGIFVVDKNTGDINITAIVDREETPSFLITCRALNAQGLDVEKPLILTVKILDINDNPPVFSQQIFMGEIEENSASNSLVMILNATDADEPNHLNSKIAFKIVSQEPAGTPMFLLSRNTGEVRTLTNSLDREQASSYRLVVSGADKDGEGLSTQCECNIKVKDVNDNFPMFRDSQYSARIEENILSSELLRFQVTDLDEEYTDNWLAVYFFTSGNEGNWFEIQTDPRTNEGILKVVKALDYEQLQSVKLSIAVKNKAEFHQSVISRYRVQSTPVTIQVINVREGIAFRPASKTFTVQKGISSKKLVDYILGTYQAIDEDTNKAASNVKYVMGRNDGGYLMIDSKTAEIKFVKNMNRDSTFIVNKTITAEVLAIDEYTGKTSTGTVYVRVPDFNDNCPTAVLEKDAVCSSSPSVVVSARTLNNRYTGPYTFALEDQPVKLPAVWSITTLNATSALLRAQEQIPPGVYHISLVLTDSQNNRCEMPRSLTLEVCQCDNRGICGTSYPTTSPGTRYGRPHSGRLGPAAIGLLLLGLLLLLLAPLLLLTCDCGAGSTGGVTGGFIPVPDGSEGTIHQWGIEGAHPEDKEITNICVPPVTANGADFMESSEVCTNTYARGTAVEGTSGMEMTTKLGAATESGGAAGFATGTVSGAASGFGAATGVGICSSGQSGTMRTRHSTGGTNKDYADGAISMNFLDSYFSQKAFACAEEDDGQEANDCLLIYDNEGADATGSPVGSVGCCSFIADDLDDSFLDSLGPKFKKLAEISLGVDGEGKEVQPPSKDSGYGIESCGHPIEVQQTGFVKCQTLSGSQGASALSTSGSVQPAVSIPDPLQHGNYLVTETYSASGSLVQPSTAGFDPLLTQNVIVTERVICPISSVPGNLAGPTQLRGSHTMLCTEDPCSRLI
PKA-R2B activ: activators of human PKA-R2B complex; PKA-R2B holoenzyme dissociation, Cy5-IP20 fluorescence polarization; R2B truncated from residue 108, S112A mutant; 0% DMSO only, 100% 113 µM cGMP; activation, % at 11.4 µM; hit rate 0.079% among 340,000; AID 504700;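 active = activation above a cutoff set at the mean over all compounds plus 3 SD, cut at about 18% in these data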;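 note: higher means more holoenzyme dissociation and a rise in polarization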
NSD2 HMT inh: blocks human histone methyltransferase NSD2. inhibition, % at 12.5 µM. NSD2 peptide methylation, AlphaScreen, 120 min. O96028. hit rate 0.54% among 310,000. AID 743445; in the data active = inhibition above about 50%
The depositor's hits bear a star; · = no result given.

SMILES	PKA-R1A act	SUMO Mot1 rescue	CDK5 p35 inh	SR-BI DiI-HDL act	SR-BI HDL uptake	Arr AP2 block	MITF TRPM1 HTS	dFosB activator	DSG3 Ab inh	PKA-R2B activ	NSD2 HMT inh
CCn1cnc2c1c(=O)[nH]c(=O)n2Cc1ccccc1	0	15	-0.4	17	-17	2	·	-1	102	14	-2
O=C(OCC(=O)N1CCOCC1)c1ccccc1SCC(=O)N1CCCC1	-10	-5	0.9	·	·	-5	1	6	·	-5	-1
O=C(C1=C[C@H](c2ccc(C(F)(F)F)cc2)C[C@H](OCc2ccc(CO)cc2)O1)N1CCOCC1	11	9	-0.2	8	-8	8	10	-5	110	6	·
CCOC(=O)c1sc(-c2ccccn2)nc1C	14	-7	-2.1	-4	4	6	11	-1	·	-4	·
O=C(O)C1(Nc2ccc([N+](=O)[O-])cc2[N+](=O)[O-])CCCC1	-7	·	-0.6	9	-9	13	10	-1	·	-6	-1
COC(=O)c1cc(NS(=O)(=O)c2ccc(NC(C)=O)cc2)ccc1Cl	-3	47	-0.6	12	-12	0	4	3	95	-8	-3
O=c1c(Cc2ccc(F)cc2)c(O)ccn1Cc1ccco1	-7	6	-0.1	17	-17	31	6	0	97	0	1
CC(=O)c1c(N2CCCCC2)nc(=O)n(-c2ccccc2)c1C	-2	4	0.2	-1	1	-4	-6	5	107	6	5
Cc1ccc(C(C)C)c(OCc2ccc(C(=O)N/N=C/c3ccc(O)cc3O)cc2)c1	-3	-21	-0.6	-129	129*	1	-86	-3	106	5	-2
CN1CCN(CCCNC(=O)c2ccc3c(Cl)c4c(nc3c2)CCCC4)CC1	3	4	1.3	10	-10	46	15	-36	·	-2	-8
COc1ccc(CNc2ncnc3cc(OC)c(OC)cc23)cc1OC	-9	-4	-1.2	19	-19	30	13	11	97	0	0
CCOCCCNC(=O)c1ccccc1SCC	-1	-16	0.8	-4	4	-1	·	-2	91	10	3
O=C(Cn1cnc2ccccc2c1=O)N1CCN(c2ccccc2)CC1	-16	8	2.4	15	-15	-3	-1	-2	·	-3	2
C/C(=N/NC(=O)c1cc(O)c(O)c(O)c1)c1ccc([N+](=O)[O-])cc1	-3	·	1.0	20	-20	21	-9	-3	97	-8	17
Cn1c(CN(O)S(=O)(=O)c2ccc(Cl)cc2)nnc1C(F)(F)F	8	25	-0.5	16	-16	3	-1	-4	99	-11	-2
COc1ccc2c(c1)-c1nc(NC(=O)c3ccco3)sc1CC2	-2	-7	-0.7	-78	78*	13	85*	-7	106	4	2
COC(=O)c1ccc(NC(=O)Nc2ccc(F)cc2F)cc1	1	-2	0.3	10	-10	17	50	-13	91	-8	-3
O=C(C(c1ccccc1)N1CCOCC1)N1CCOCC1 (configuration not stated)	-6	1	-1.1	8	-8	-13	10	0	103	-2	-3
COc1c(Br)cc(/C=N/n2c(-c3ccccc3)n[nH]c2=S)c(O)c1Br	-9	-22	5.3	2	-2	6	-11	-9	115	-11	5
CSCCC(NC(=O)COc1cccc2ccccc12)C(=O)O (configuration not stated)	3	-7	-0.6	13	-13	15	0	1	81	-19	-3
COc1ccccc1/C=C/C(=O)OCC(=O)c1c[nH]c2ccccc12	-1	106	-2.5	-10	10	0	-7	-9	·	-1	0
CCOc1ccccc1OCC(=O)Nc1nnc(COC)s1	-9	-18	-1.6	-11	11	33	·	-2	100	1	11
COc1cccc(CNC(=O)CCCc2cn(C)c3ccccc23)c1	-3	22	-0.1	-1	1	-3	-3	3	100	-3	-2
CC(C)C(=O)N[C@H]1CCC2C3CC=C4C[C@@H](O)CC[C@]4(C)C3CC[C@@]21C (some centres not stated)	-1	25	-0.2	37	-37	20	-2	-4	92	-7	0
Nc1nc2ccccc2n1C(=O)c1ccco1	-10	·	2.5	13	-13	-7	28	-9	96	1	3
SMILES	PKA-R1A act	SUMO Mot1 rescue	CDK5 p35 inh	SR-BI DiI-HDL act	SR-BI HDL uptake	Arr AP2 block	MITF TRPM1 HTS	dFosB activator	DSG3 Ab inh	PKA-R2B activ	NSD2 HMT inh
Cc1cc(=O)n2nc(N3CCC(C(=O)NCc4cccnc4)CC3)sc2n1	4	-20	0.0	24	-24	4	-8	3	112	0	-1
CC(C)(C)C(=O)Nc1ccccc1C(=O)Nc1cc(Cl)ccc1Cl	-6	·	0.8	-38	38	-7	-3	-10	102	2	6
COc1ccccc1N1CCN(C(=O)C2CCN(C(=O)c3ccc(C(C)(C)C)cc3)CC2)CC1	-1	-1	-0.1	-33	33	-6	-9	-22	100	-5	1
NC(=O)NC(=O)COC(=O)c1cccc(S(=O)(=O)N2CCCCCC2)c1	0	36	-0.7	·	·	-4	14	7	91	-11	3
CN(CC(=O)NCC1CCCCC1)S(=O)(=O)c1ccc(F)cc1	0	-15	-0.1	·	·	15	-5	-2	·	12	8
CCOC(=O)c1c(NC(=O)CCc2ccc(CC)o2)sc(C)c1C	-8	5	0.4	-32	32	19	·	-5	102	2	7
Cc1nc2cc(-c3ccccc3)nn2c(N)c1-c1ccccc1	-10	11	3.9	-7	7	6	33	-14	102	-4	-2
O=C1CSC(c2ccc(F)cc2)N1c1ccccc1F (configuration not stated)	1	-16	-1.0	14	-14	0	0	5	108	-6	-2
CCN(CC)CCNC(=S)N1CCn2c(nc3ccccc32)C1	-2	-14	-0.5	18	-18	-1	2	2	96	10	33
Cc1ccc(NC(=O)[C@@]2(CC(=O)O)CC(/C=C/c3ccccc3)=NO2)c(C)c1	-1	13	-2.2	6	-6	34	-5	-7	111	3	-1
CN1CCN(C(=O)C2CC(=O)N(c3ccc(Cl)cc3)C2)CC1 (configuration not stated)	8	-19	0.1	4	-4	31	3	-4	95	-3	6
O=C(O)CN(C1CCCCC1)S(=O)(=O)c1ccc(F)cc1	-9	-22	2.4	·	·	16	2	4	106	-14	1
Cc1ccc(OCCC(=O)Nc2ccccc2C(=O)NC2CC2)cc1	-8	2	0.9	1	-1	3	5	-7	103	-3	12
Nc1cc(N)nc(SCC(=O)Nc2ccccc2N2CCOCC2)n1	-16	65	0.4	·	·	-7	-7	4	98	-17	-2
Cc1cccc(/C=N\NC(=O)c2ccccc2-n2cccc2)c1	-8	·	-1.2	-3	3	44	-5	-7	94	0	0
CCC1c2ccc(C)n2CCN1C(=O)Nc1ccccc1C(=O)OC (configuration not stated)	-4	-7	0.3	·	·	3	-12	-9	118	0	-1
CC(C)CN(CCCNC(=O)CN1C(=O)COc2ccc(S(=O)(=O)N3CCCC3)cc21)CC(C)C	8	2	1.2	1	-1	39	0	-7	101	-2	5
CCOC(=O)CCCCC(=O)c1[nH]c(=O)[nH]c1CSc1nc(-c2ccccc2)c(C#N)c(=O)[nH]1	5	6	2.8	21	-21	2	8	-7	87	5	15
O=S1(=O)CCO[C@H]2Cc3ccccc3[C@H]2N1Cc1cccc(F)c1	2	-16	1.1	19	-19	1	0	-2	98	-2	·
O=C(Nc1cccnc1Cl)c1cc([N+](=O)[O-])ccc1Cl	13	-1	1.9	12	-12	-2	9	-5	115	3	-1
COc1ccc(NC(=O)C2CCC(C)(C(=O)O)C2(C)C)cc1 (configuration not stated)	-16	-5	-0.1	·	·	4	1	-3	107	-19	0
CCOC(=O)C1/C(=N\O)CC(C)(O)C(C(=O)OCC)C1c1ccc(OC)c(OC)c1 (configuration not stated)	8	11	2.1	13	-13	1	5	4	102	-8	-1
COC(=O)c1cc2ccc(OC)cc2c2cc(OC)c(OC)cc12	0	-8	-0.9	-63	63	-3	-3	1	96	-4	·
COc1ccc(-c2nnc(SCC(=O)OC3CCCCC3)o2)cc1OC	17	-10	0.5	20	-20	9	3	-11	98	7	0
CCCc1nnc(SCC(=O)Nc2ccc(OC)cc2)o1	0	57	-0.2	·	·	10	1	-1	105	-2	40

Ordered by value in dFosB activator (high to low): some entries from above.
SMILES	PKA-R1A act	SUMO Mot1 rescue	CDK5 p35 inh	SR-BI DiI-HDL act	SR-BI HDL uptake	Arr AP2 block	MITF TRPM1 HTS	dFosB activator	DSG3 Ab inh	PKA-R2B activ	NSD2 HMT inh
CCOC(=O)C1/C(=N\O)CC(C)(O)C(C(=O)OCC)C1c1ccc(OC)c(OC)c1 (configuration not stated)	8	11	2.1	13	-13	1	5	4	102	-8	-1
CCOc1ccccc1OCC(=O)Nc1nnc(COC)s1	-9	-18	-1.6	-11	11	33	·	-2	100	1	11
CN1CCN(CCCNC(=O)c2ccc3c(Cl)c4c(nc3c2)CCCC4)CC1	3	4	1.3	10	-10	46	15	-36	·	-2	-8

Full records from above. Order of values: PKA-R1A act	SUMO Mot1 rescue	CDK5 p35 inh	SR-BI DiI-HDL act	SR-BI HDL uptake	Arr AP2 block	MITF TRPM1 HTS	dFosB activator	DSG3 Ab inh	PKA-R2B activ	NSD2 HMT inh
Nc1cc(N)nc(SCC(=O)Nc2ccccc2N2CCOCC2)n1 as listed: -16	65	0.4	·	·	-7	-7	4	98	-17	-2
CCCc1nnc(SCC(=O)Nc2ccc(OC)cc2)o1 as listed: 0	57	-0.2	·	·	10	1	-1	105	-2	40
CCOC(=O)C1/C(=N\O)CC(C)(O)C(C(=O)OCC)C1c1ccc(OC)c(OC)c1 (configuration not stated) as listed: 8	11	2.1	13	-13	1	5	4	102	-8	-1
COC(=O)c1cc2ccc(OC)cc2c2cc(OC)c(OC)cc12 as listed: 0	-8	-0.9	-63	63	-3	-3	1	96	-4	·
COc1ccccc1N1CCN(C(=O)C2CCN(C(=O)c3ccc(C(C)(C)C)cc3)CC2)CC1 as listed: -1	-1	-0.1	-33	33	-6	-9	-22	100	-5	1

3 compounds already listed, ordered by length of the SMILES, rising.
SMILES	PKA-R1A act	SUMO Mot1 rescue	CDK5 p35 inh	SR-BI DiI-HDL act	SR-BI HDL uptake	Arr AP2 block	MITF TRPM1 HTS	dFosB activator	DSG3 Ab inh	PKA-R2B activ	NSD2 HMT inh
COc1ccc(NC(=O)C2CCC(C)(C(=O)O)C2(C)C)cc1 (configuration not stated)	-16	-5	-0.1	·	·	4	1	-3	107	-19	0
NC(=O)NC(=O)COC(=O)c1cccc(S(=O)(=O)N2CCCCCC2)c1	0	36	-0.7	·	·	-4	14	7	91	-11	3
CC(C)CN(CCCNC(=O)CN1C(=O)COc2ccc(S(=O)(=O)N3CCCC3)cc21)CC(C)C	8	2	1.2	1	-1	39	0	-7	101	-2	5
